S-ASM inh – Inhibitors of Secretory Acid Sphingomyelinase (S-ASM): qHTS; 340,000 tested, 0.006% active; placental ASM, HMU-PC fluorogenic substrate, 60 min; Potency, µM (highest dose often 57.5 µM), for inactives: at the highest dose activity change, negative = inhibition, usual class: inhibitors; note: potency is the fitted concentration of half-maximal effect
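qHTS format. ASM enzyme prepared from human placenta hydrolyses the fluorogenic substrate HMU-PC0 (9 uM final) over 60 min at 37 °C after a 10 min compound preincubation.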
KCNH2 3.1 block – qHTS for Inhibitors of KCHN2 3.1: Mutant qHTS; U2OS KCNH2 3.1, thallium flux FluxOr; active compounds read low; Potassium voltage-gated channel subfamily H member 2, brain isoform KCNH2 3.1 (human); 340,000 tested, 0.95% active; activity change, % (tested at about 1.8 µM);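 active = maximum activity change below -70%; inconclusive = maximum activity change from -70% to -50%; inactive = maximum activity change above -50%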;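 note: thallium influx rate constant from kinetic fluorescence after stimulation buffer; % is set by controls: 0 for no effect and ±100 for the full control effect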
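Steps: virus added to U2OS suspension (4 h, RT, dark); medium with 10% FBS added, cells plated, 37 C overnight; FluxOr/Red40 loading buffer 45 min RT; stimulation buffer, 2 min kinetic read; rate constant normalized.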
FBPA coupling cs – qHTS Assay for Inhibitors of Fructose-1,6-bisphosphate Aldolase from Giardia Lamblia: Coupling assay counterscreen. coupling enzyme system counterscreen, AmpLite Red fluorescence. activity change, negative = inhibition, % at 58.2 µM, hits read low. 290,000 tested, 0.67% active; in the data active = activity change below about -30%; note: % is set by controls: 0 for no effect and ±100 for the full control effect
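Activity here indicates interference with the coupling reaction, not aldolase inhibition. Compounds at 57.5 uM final met coupling enzymes for 10 min at RT; substrate and AmpLite Red detection followed, with a 525/598 nm fluorescence read after 20 min.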
TRPV1 ag – HTS Assay for Compounds that Act as Agonists of the Vanilloid Receptor 1 | TRPV1-expressing cells, Fluo-8 calcium influx, agonist mode | activation, % at 8.33 µM | 320,000 tested, 0.19% active | AID 540275, 2011; in the data active = activation above about 80%; inconclusive = between about 30% and that limit; note: 0% is about no effect
Target sequence (Q8NER1 whole entry, looked up): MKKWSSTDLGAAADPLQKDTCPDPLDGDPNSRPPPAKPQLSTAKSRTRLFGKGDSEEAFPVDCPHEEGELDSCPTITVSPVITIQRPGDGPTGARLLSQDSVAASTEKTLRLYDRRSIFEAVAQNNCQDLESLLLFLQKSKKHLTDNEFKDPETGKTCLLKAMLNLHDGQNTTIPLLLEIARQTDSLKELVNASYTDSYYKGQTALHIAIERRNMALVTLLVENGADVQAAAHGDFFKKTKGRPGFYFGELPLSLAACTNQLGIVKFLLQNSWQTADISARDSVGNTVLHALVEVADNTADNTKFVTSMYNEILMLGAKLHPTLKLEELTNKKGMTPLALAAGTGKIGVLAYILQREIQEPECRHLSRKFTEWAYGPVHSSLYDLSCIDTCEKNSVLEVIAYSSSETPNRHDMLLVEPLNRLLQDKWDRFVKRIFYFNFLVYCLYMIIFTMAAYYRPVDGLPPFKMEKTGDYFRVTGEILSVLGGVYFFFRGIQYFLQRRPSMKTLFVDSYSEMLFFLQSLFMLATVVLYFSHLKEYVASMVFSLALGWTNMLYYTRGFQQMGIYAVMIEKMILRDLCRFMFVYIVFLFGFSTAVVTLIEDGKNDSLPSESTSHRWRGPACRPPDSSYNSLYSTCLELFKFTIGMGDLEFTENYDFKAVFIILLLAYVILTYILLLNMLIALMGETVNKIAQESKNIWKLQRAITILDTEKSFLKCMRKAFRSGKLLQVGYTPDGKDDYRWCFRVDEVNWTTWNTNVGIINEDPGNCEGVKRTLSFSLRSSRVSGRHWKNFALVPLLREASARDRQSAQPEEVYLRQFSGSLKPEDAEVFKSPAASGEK
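Fluo-8 calcium influx in TRPV1-expressing cells, kinetic read (ex 480/em 520 nm). Compound added and read 3 min for agonist activity, followed by capsaicin at EC20 final and 2 min further read for enhancement.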
CXXC DNA block – qHTS Fluorescence Polarization Assay for Inhibitors of MLL CXXC domain - DNA interaction; Histone-lysine N-methyltransferase 2A (Homo sapiens), Q03164; MLL-CXXC / FITC-HOXA9 DNA fluorescence polarization; Potency, µM (doses to about 115 µM), inactives show at the highest dose activity change, negative = inhibition, most hits filed as inhibitors; 290,000 tested, 0.037% active; active = well fitted inhibition curve with a large enough effect in the polarisation, with a control signal flat, not every such curve was filed as active; inconclusive = small, poorly fitted or top-dose-only effect, or effect the other way, or a change in a side signal; inactive = no such curve, though single readings can be large or run the other way; the % refers to the polarisation; note: potency is the fitted concentration of half-maximal effect
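Steps: dispense CXXC domain solution (7 uM) → pin compounds or unlabeled HOX-A9 DNA control → 5 min ambient → add FLSN-HOX-A9 solution (50 nM) → spin → 30 min ambient → fluorescence polarization. Tris pH 7.5/NaCl/DTT/BSA buffer.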
Integrin act MD – qHTS for Activators of Integrin-Mediated Alleviation for Muscular Dystrophy | alpha7betagal myoblasts, beta-gal FDG fluorescence, 48 h | 350,000 tested, 0.064% active | Potency, µM (doses to about 38.3 µM), inactives show at the top dose activation, actives largely listed as activators | AID 624291, 2012;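 note: potency is the fitted concentration of half-maximal effect; 100% = response of the positive control SU9516; nearly all actives have a fitted effect of over 60% in size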
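Alpha7betagal+/- myoblasts (passage 13) were plated 16-24 hr, then exposed to compounds (1:260 dilution of DMSO stock) for 48 hours at 37C. After MPER lysis, β-galactosidase reporter activity was read as FDG fluorescence (ex 480/em 540) after 30 minutes.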
MBNL1 CUG block – qHTS Assay for Inhibitors of MBNL1-poly(CUG) RNA binding | TR-FRET MBNL1-His/biotin-(CUG)12 binding, 665/545 ratio | Potency, µM (titrated, usually from 57.5 µM), without a hit: at the top dose activity change, negative = inhibition, usual class: inhibitors | 280,000 tested, 0.036% active | AID 2675, 2010; active = well fitted inhibition curve with a large enough effect in the signal ratio, with a control signal flat, not every such curve was filed as active; inconclusive = small, poorly fitted or top-dose-only effect, or effect the other way, or a change in a side signal; inactive = no such curve, though single readings can be large or run the other way; the % refers to the signal ratio; note: potency is the fitted concentration of half-maximal effect; % is set by controls: 0 for no effect and ±100 for the full control effect
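Inhibition of protein-RNA binding appears as loss of TR-FRET between terbium anti-His antibody on MBNL1-His and streptavidin-XL665 on biotin-(CUG)12. Activity is normalized to buffer-only and uninhibited-complex controls.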
A-T KAP1 phos – qHTS Assay for Identifying a Potential Treatment of Ataxia-Telangiectasia; Potency, µM (titrated, usually from 57.5 µM), without a hit: at the top dose activation, hits mostly activators; […] A-T fibroblasts, KAP-1 phosphorylation AlphaLISA; neocarzinostatin DNA damage 30 min before lysis; 320,000 tested, 0.19% active; AID 485349, 2010; note: potency is the fitted concentration of half-maximal effect; % of control where 0% means no effect; nearly all actives have a fitted effect of over 45% in size
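ATM-like activity read as KAP-1 phosphorylation via AlphaLISA donor/acceptor antibody pairs after lysis and 6 hr at 25C. Cells were ATM-null patient fibroblasts ([…], hTERT), dosed 60 min, then exposed to the DSB inducer NCS for 30 min.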
GALK inhibitor – qHTS Assay for Inhibitors of Human Galactokinase (GALK) | AID 1868, 2009 | Purified GALK, Kinase-Glo residual ATP luminescence | 270,000 tested, 0.007% active | Potency, µM (highest dose often 57.5 µM), inactives show at the top dose activity change, negative = inhibition, usual class: inhibitors; note: potency is the fitted concentration of half-maximal effect; % is set by controls: 0 for no effect and ±100 for the full control effect
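GALK at 5 nM final was combined with compound, 35 uM ATP and 100 uM galactose in HEPES pH8.0 with MgCl2 and DTT. The reaction ran one hour at room temperature before luminescent ATP detection.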
hERG WT inh – qHTS for Inhibitors of KCHN2 3.1: Wildtype qHTS. U2OS, BacMam KCNH2, thallium flux FluxOr; active compounds read low. activity change, % at 1.84 µM. 340,000 tested, 0.37% active. Voltage-gated inwardly rectifying potassium channel KCNH2 (Homo sapiens), Q12809. AID 720551, 2013;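 active = maximum activity change below -70%; inconclusive = maximum activity change between -70% and -50%; inactive = maximum activity change above -50%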; note: % is set by controls: 0 for no effect and ±100 for the full control effect
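U2OS cells were transduced with wild-type KCNH2 virus (2.03 x 10^8 / mL) for 4 h at room temperature, then cultured overnight at 37 C. Thallium flux was read with FluxOr dye. Rate constants were normalized to DMSO controls.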
Active calls of the source: *; ? = inconclusive; · = not tested or not shown; [ ] = another dose, or the depositor's remark. Unless noted, calls come from the whole dose curve; as a rule, active = well fitted curve in the direction sought with a large enough effect; inconclusive = small, poorly fitted or top-dose-only effect, or another doubt; inactive = no such curve, though single readings can be large; an effect the other way counts as inactive or inconclusive.

Below each SMILES: S-ASM inh	KCNH2 3.1 block	FBPA coupling cs	TRPV1 ag	CXXC DNA block	Integrin act MD	MBNL1 CUG block	A-T KAP1 phos	GALK inhibitor	hERG WT inh
> Cc1cc(Nc2ccc(F)cc2F)n2ncnc2n1
→ -2%	13	1	1	-3%	0%	14%	3%	·	-7
> Cc1ccc2cc(CN(C(=O)c3cccs3)c3ccccc3)c(=O)[nH]c2c1
→ -3%	-8	3	21	-11%	14%	-4%	?	0%	2
> CCN(CC)C(=O)Oc1cc(COC)nc(-c2ccccc2)n1
→ -1%	-12	4	?	-5%	-5%	-7%	3%	13%	-7
> Cc1cc(C(=O)NNC(=O)c2cccs2)nn1C(C)(C)C
→ 3%	9	·	4	9%	10%	2%	6%	-2%	1
> CCOC(=O)C1CCCN(C(=O)CN(c2ccc(OC)cc2)S(=O)(=O)c2c(C)noc2C)C1 (stereo not given)
→ -1%	3	1	·	3%	-29%	-3%	12%	-1%	3
> CCCn1c(=N)n(CC(O)c2ccc(C)cc2)c2ccccc21 (stereo not given)
→ 3%	0	5	3	-11%	-54%[inhibitor]	-8%	5%	2%	23
> Cc1noc(C)c1COc1ccc(C(=O)N2CCN(c3ccccc3O)CC2)cc1
→ 0%	-14	·	3	·	20%	·	1%	·	2
> COc1cccc(OCC(=O)NC2CCS(=O)(=O)C2)c1 (stereo not given)
→ ·	1	·	-2	·	0%	·	2%	·	-1
> Clc1cccc(NCc2nnc3n2CCCCC3)c1
→ 5%	7	-1	2	0%	27%	-1%	0%	5%	-10
> COCCc1nc2ccc(C(=O)N3CCCCC3COC)cc2o1 (stereo not given)
→ 1%	-6	3	-1	4%	7%	-8%	-1%	8%	-2
> Cc1cc(C(=O)NCc2ccccc2Br)no1
→ 2%	9	0	2	2%	0%	3%	4%	-5%	10
> Cc1ccc(C2C3C(=O)N(c4ccccc4)C(=O)C3N3CCCN23)cc1 (stereo not given)
→ 8%	14	6	1	-12%	-7%	-2%	1%	1%	0
> CCCN1Cc2cccc(C(N)=O)c2C1=O
→ -1%	-33	1	-1	-6%	9%	-1%	-1%	1%	-16
> N#Cc1c2n(c(=S)n(-c3ccc(OC(F)F)cc3)c1=O)CCCCC2
→ -8%	4	6	-2	6%	10%	-2%	-1%	-1%	4
> Cc1c(Cl)c([N+](=O)[O-])nn1Cc1ccc(C(=O)N/N=C\c2cc(Cl)ccc2O)o1
→ -29%	-5	-4	-3	-7%	-3%	0%	-4%	4%	1
> O=C(Cc1ccc(Cl)cc1)NC1CCCN(Cc2ccccc2F)C1 (stereo not given)
→ 2%	12	-2	?	-3%	-28%	3%	4%	1%	1
> O=C(Nc1ccc(F)cc1)c1cccc(N2C(=O)C3C4C=CC(C5CC45)C3C2=O)c1 (stereo not given)
→ 0%	0	1	25	1%	20%	1%	-1%	6%	21
> CCCCc1cc(=O)oc2cc(C)cc(OCC(=O)N3CCC(C(=O)O)(c4ccccc4)CC3)c12
→ 21%	-6	12	2	0%	-13%	2%	-5%	·	-3
> CCC(C(=O)Nc1ccc([N+](=O)[O-])cn1)c1ccccc1 (stereo not given)
→ -2%	-4	0	-2	-5%	12%	?	3%	2%	22
> CC12CCC(O)CC1=CCC1C2CCC2(C)C(c3ccn[nH]3)CCC12 (stereo not given)
→ -3%	-12	·	·	·	-28%	·	·	·	0

Quoted from the listing.
O=C(Cc1ccc(Cl)cc1)NC1CCCN(Cc2ccccc2F)C1 (stereo not given) | MBNL1 CUG block = 3%
CCCCc1cc(=O)oc2cc(C)cc(OCC(=O)N3CCC(C(=O)O)(c4ccccc4)CC3)c12 | A-T KAP1 phos = -5%
CC12CCC(O)CC1=CCC1C2CCC2(C)C(c3ccn[nH]3)CCC12 (stereo not given) | hERG WT inh = 0

Remaining list, next part.
SMILES | S-ASM inh | KCNH2 3.1 block | FBPA coupling cs | TRPV1 ag | CXXC DNA block | Integrin act MD | MBNL1 CUG block | A-T KAP1 phos | GALK inhibitor | hERG WT inh
COc1ccc(-c2c(NC(=O)c3ccco3)n(-c3ccccc3)nc(C)c2=O)cc1 | 7% | 19 | 2 | -2 | 2% | 8% | -9% | -5% | 0% | 1
CC1Sc2ccc(C(=O)NCc3ccccn3)cc2NC1=O (stereo not given) | 0% | -2 | · | 4 | · | -49%[inhibitor] | · | -4% | · | -8
COC(=O)c1ccc(OS(=O)(=O)c2ccc(NC(C)=O)cc2)cc1 | -2% | · | 7 | -5 | 4% | 0% | -20% | -7% | 0% | -6
Cc1cc(C)cc(N(CC(=O)N2CCn3c2nc2ccccc23)S(=O)(=O)c2c(C)noc2C)c1 | -6% | -3 | 5 | 12 | 10% | -42% | 6% | -6% | 1% | -2
CCN1CCc2nc3sc(C(=O)Nc4cccnc4Cl)c(N)c3cc2C1 | 5% | 1 | · | 1 | ? | 9% | ? | 8% | 0% | -6
O=C1c2ccc(-c3ccc(F)cc3OCc3ccccc3)cc2S(=O)(=O)c2cccc(C(=O)N3CCN(c4ncc(Cl)cc4Cl)CC3)c21 | 1% | -3 | · | · | · | 20% | · | -2% | · | -10
O=C(Cc1ccccc1[N+](=O)[O-])Nc1ccccc1C(=O)N1CCCC1 | 2% | 10 | 0 | 3 | 6% | -30% | 17% | 6% | 6% | 0
Nc1ccc(C(=O)Nc2nc3ccccc3s2)cc1 | -11% | -8 | 1 | ? | 7% | 32% | 0% | 9% | -13% | -4
O=C(c1cccc(F)c1)N1CCN(C(=O)c2nn3cccnc3c2Cl)CC1 | -2% | 9 | 4 | 2 | 5% | 16% | -1% | ? | 2% | 3
COc1ccc(NC(=O)CSc2nc(N3CCCCC3)nc(N3CCCCC3)n2)cc1 | -2% | -1 | 2 | 0 | 26% | -4% | -3% | 2% | 1% | -13
O=C(CSc1nnc(-c2cccc(F)c2)o1)N1CCCC1 | 6% | -3 | 2 | 4 | 21% | -3% | -3% | 4% | -2% | -1
COc1cc(C(Nc2ccccn2)c2c(NC(=O)c3ccco3)sc(C)c2C)cc(OC)c1OC (stereo not given) | 0% | -5 | 0 | ? | -1% | -12% | 15% | -11% | 0% | -20
C(=N\Nc1nc2ccccc2[nH]1)/c1ccncc1 | -2% | 11 | -1 | 2 | 6% | ? | ? | 4% | -3% | 11
O=C(CCCC(=O)N(CC(=O)NC1CCCCC1)Cc1ccccc1)Nc1ccccn1 | 2% | 9 | 0 | -3 | 19% | 2% | -7% | -1% | 0% | -3
CCS(=O)(=O)c1nc(S(=O)(=O)c2ccc(Cl)cc2)c(N2CCOCC2)s1 | 4% | -4 | · | -1 | 10% | -58%[inhibitor] | 35%[activator] | -2% | 1% | -7

SMILES | S-ASM inh | KCNH2 3.1 block | FBPA coupling cs | TRPV1 ag | CXXC DNA block | Integrin act MD | MBNL1 CUG block | A-T KAP1 phos | GALK inhibitor | hERG WT inh
Nc1nc(Cl)cc(N2CCCC2)n1 | 0% | 1 | 4 | 0 | 12% | -15% | -2% | 5% | 6% | -14
COc1ccc(C(=O)N/N=C/c2cc(Br)ccc2O)cc1OC | -8% | 1 | 3 | 8 | 223%[activator] | -4% | 0% | -1% | 1% | -6
Cc1ccc(-n2c(=O)[nH]c3c(C(N)=O)nc(CC(C)C)nc32)cc1 | 24% | 4 | 0 | 7 | 1% | -3% | 0% | -9% | 0% | -1
COc1ccc(-c2noc(CSc3nc4ccccc4c(=O)n3-c3ccccc3)n2)cc1 | -4% | -8 | 0 | -1 | 13% | -5% | 2% | 1% | 0% | 24
CCCc1nn(C)c(C(=O)Nc2ccc(Cl)cc2)c1Cl | -2% | 6 | 0 | 25 | 9% | -2% | -1% | 4% | · | 0
CCOC(=O)C1=CN(Cc2cccc(F)c2)S(=O)(=O)NC1c1ccc(Br)cc1F (stereo not given) | -11% | 3 | · | · | · | 12% | · | 24% | · | -6
Cc1ccccc1NC(=O)Cc1nc(COC(=O)Cc2ccccc2F)cs1 | -1% | 16 | · | 7 | · | 10% | · | 6% | · | 16

A run of entries taken from the entries so far, for reference:
SMILES | S-ASM inh | KCNH2 3.1 block | FBPA coupling cs | TRPV1 ag | CXXC DNA block | Integrin act MD | MBNL1 CUG block | A-T KAP1 phos | GALK inhibitor | hERG WT inh
COc1ccc(-c2noc(CSc3nc4ccccc4c(=O)n3-c3ccccc3)n2)cc1 | -4% | -8 | 0 | -1 | 13% | -5% | 2% | 1% | 0% | 24
CCCc1nn(C)c(C(=O)Nc2ccc(Cl)cc2)c1Cl | -2% | 6 | 0 | 25 | 9% | -2% | -1% | 4% | · | 0

Assay outcomes as filed in PubChem BioAssay.
